High-throughput results deposited in PubChem BioAssay by several laboratories.
Yp Topo-I inh: blocks Yersinia pestis topoisomerase I activity; Y. pestis Topo-I cleavage product accumulation, plate reader; activity, % at 10 µM; 360,000 tested, 0.064% active; AID 504884; in the data active = activity above about 50%, passing the limit was not always enough; note: inactives centre near 2
VHR inh abs: DUSP3 (human) phosphatase inhibition; recombinant VHR phosphatase, pNPP absorbance; P51452; 290,000 tested, 0.52% active; inhibition, % at 13.3 µM; in the data active = inhibition above about 50%; note: some compounds called inactive have numbers as strong as hits
CCHF vOTU inh: blocks the CCHF virus ovarian tumor domain protease; CCHFV vOTU protease, Pep-AMC fluorescence; inhibition, % at 11.5 µM; 370,000 tested, 0.55% active; in the data active = inhibition above about 30%; note: 0% = vehicle wells with enzyme and 100% = no enzyme wells
SARS 3CLpro inh: SARS-CoV 3CLpro protease inhibition | recombinant SARS-CoV 3CLpro, quenched FRET peptide cleavage | P0C6X7 | 290,000 tested, 0.14% active | inhibition, % at 6 µM; in the data active = inhibition above about 12%
MazEF act: increases E. coli MazEF RNase cleavage of RNA; P0AE70; FAM/BHQ RNA-DNA oligo cleavage fluorescence, 5 h; activation, % at 20 µM; 350,000 tested, 0.32% active; AID 504720; in the data active = activation above about 50%
Rv3671c protease: inhibits the M. tuberculosis serine protease Rv3671c; inhibition, % at 5.96 µM; 320,000 tested, 0.048% active; in the data active = inhibition above about 38%;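 note: extracellular domain of Rv3671c used as enzyme; 0% = enzyme with DMSO and 100% = no enzyme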
PrPC surface inh: cell surface PrPC inhibition, primary TR-FRET screen | P04156 | TR-FRET read-out | inhibition, % at 13.8 µM | 370,000 tested, 0.43% active; in the data active = inhibition above about 24%; note: 0% = median of the test wells and 100% = reference compound wells
TcdB inh: TcdB glycohydrolase inhibition | P18177 | TcdB glycohydrolase enzymatic assay, plate reader | inhibition, % at 9.99 µM | 350,000 tested, 0.24% active; in the data active = inhibition above about 10%
Target sequence (P18177 whole entry, looked up): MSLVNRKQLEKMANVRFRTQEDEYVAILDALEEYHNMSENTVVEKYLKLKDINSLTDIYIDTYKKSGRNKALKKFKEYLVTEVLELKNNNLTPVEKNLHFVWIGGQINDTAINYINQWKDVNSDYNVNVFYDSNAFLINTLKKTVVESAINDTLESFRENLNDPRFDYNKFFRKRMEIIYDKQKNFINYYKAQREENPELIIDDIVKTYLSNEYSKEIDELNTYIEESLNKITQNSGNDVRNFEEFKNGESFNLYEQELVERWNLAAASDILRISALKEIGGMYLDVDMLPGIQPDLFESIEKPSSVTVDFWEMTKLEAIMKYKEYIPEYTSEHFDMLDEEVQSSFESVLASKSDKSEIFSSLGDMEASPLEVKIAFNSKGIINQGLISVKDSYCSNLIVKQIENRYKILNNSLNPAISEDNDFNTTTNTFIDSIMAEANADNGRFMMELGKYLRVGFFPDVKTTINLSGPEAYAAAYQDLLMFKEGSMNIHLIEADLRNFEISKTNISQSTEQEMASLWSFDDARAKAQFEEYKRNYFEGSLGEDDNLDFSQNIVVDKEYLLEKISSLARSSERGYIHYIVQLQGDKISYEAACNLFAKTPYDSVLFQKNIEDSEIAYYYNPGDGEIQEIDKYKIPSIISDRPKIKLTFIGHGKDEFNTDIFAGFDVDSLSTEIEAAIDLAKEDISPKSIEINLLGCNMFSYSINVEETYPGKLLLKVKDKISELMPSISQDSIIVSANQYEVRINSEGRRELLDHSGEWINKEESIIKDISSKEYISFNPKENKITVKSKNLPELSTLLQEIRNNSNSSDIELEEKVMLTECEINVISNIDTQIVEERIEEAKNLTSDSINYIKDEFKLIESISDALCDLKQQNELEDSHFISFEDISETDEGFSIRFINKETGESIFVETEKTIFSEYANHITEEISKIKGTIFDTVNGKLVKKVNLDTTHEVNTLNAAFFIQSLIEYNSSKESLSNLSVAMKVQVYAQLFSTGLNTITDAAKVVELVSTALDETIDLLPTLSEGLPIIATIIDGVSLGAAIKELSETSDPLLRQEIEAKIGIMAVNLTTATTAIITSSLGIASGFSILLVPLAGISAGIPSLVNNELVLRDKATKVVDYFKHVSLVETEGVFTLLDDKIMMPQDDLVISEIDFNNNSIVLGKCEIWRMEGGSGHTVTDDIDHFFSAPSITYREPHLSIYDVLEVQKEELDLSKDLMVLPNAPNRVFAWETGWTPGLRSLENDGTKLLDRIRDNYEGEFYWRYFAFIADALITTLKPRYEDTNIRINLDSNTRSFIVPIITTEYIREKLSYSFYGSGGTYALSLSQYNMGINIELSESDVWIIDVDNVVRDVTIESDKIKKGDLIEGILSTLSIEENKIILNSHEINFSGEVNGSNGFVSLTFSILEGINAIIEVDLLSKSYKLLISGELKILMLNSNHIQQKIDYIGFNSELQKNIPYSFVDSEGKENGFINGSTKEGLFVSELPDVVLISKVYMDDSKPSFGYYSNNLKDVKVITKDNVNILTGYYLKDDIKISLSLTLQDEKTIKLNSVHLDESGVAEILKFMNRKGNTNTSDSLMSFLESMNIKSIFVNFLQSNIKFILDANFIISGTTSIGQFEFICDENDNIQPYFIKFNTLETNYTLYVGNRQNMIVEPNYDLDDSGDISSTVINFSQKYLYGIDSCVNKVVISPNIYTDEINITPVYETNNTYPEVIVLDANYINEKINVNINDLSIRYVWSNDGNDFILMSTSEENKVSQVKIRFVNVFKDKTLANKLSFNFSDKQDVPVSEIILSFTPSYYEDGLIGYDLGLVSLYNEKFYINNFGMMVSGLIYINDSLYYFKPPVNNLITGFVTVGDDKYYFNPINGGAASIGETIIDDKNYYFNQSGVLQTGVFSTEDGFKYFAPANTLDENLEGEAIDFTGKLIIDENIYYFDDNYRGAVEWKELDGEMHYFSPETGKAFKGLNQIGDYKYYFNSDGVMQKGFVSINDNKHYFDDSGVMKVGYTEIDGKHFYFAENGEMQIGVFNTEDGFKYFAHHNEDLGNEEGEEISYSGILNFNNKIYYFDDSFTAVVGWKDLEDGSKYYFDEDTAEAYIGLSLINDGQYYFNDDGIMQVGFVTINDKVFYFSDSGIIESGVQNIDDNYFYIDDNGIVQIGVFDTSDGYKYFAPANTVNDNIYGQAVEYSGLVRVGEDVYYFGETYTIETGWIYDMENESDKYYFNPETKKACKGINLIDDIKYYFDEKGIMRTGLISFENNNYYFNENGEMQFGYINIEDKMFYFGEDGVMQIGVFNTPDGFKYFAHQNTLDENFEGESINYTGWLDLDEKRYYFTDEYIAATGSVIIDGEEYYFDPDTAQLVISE
BH1578 lux ind: inducers of Vibrio cholerae quorum light production without autoinducers; V. cholerae BH1578 lux reporter, luminescence, 6 h; activation, % at 18.7 µM; 350,000 tested, 0.16% active; in the data active = activation mostly above about 9.7%, no sharp cut-off; note: not every result past the cut was called active; inactives centre near 0; reference of the scale not given here
PriA SSB inh: K. pneumoniae PriA-SSBct interaction inhibition; AlphaScreen SSBct-PriA binding, biotinylated peptide; inhibition, % at 33 µM; 430,000 tested, 0.6% active; AID 1272365; in the data active = inhibition mostly above about 37%, no sharp cut-off; inactive = mostly below about 20%;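 note: plate controls were negative control peptide for no effect and reference peptide for full effect; strong numbers were not always called active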
An asterisk follows results filed as active; i = inactive; . = not tested or not shown; & = joins results of further samples.

SMILES	Yp Topo-I inh	VHR inh abs	CCHF vOTU inh	SARS 3CLpro inh	MazEF act	Rv3671c protease	PrPC surface inh	TcdB inh	BH1578 lux ind	PriA SSB inh
CCOC(=O)c1nn(-c2ccccc2)c2nnc(Cc3ccccc3)c(=O)n12	-1	8	17	2	-3	8	-6	0.6	-0.3	0
Cc1cc(NS(=O)(=O)c2ccc(NC(=O)c3ccc([N+](=O)[O-])c(Cl)c3)cc2)no1	6	-11	-1	5	-6	4	-28	-1.2	i	-9
CC1CC(C)CN(C(=O)c2ccncc2)C1 (stereo unspecified)	-8	28	4	-4	4	5	-4	.	-0.3	-13
O=C(O)c1cccnc1SCc1cn2cc(Cl)ccc2n1	-3	20	-9	5	2	4	-3	-0.8	i	-3
CC1CCCC(NC(=O)COC(=O)c2ccc3ncsc3c2)C1C (stereo unspecified)	5	.	-2	.	-11	-1	-7	1.2	-5.5	-10
CN(C)C=Nc1c(C(=O)c2ccccc2)sc2nccc(N(C)C)c12	3	0	30*	-6	5	5	-47	-0.5	-0.3	-10
CCOC(=O)C1(C(=O)OCC)C(C(=O)c2ccccc2)C1c1ccccc1 (stereo unspecified)	39	.	21	.	-1	.	-6	1.7	-0.9	-12
CCCCNC(=O)C1CCCN1C(=O)NC1CCCCC1 (stereo unspecified)	7	18	7	-5	7	8	1	.	i	-3
Cc1cc(C(=O)Nc2ccc(F)cc2C)n(-c2ccccc2)n1	-2	12	-2	0	9	6	-5	1.0	-0.5	-22
CCOC(=O)c1c(NC(C)=O)sc2c(O)cccc12	8	21	2	2	3	-2	4	.	-11	-3
COc1ccc(N=C/C=C2\C=C(c3ccccc3)OC(C)(C)O2)cc1	3	12	2	-6	4	2	-1	.	-0.2	32
O=[N+]([O-])c1ccc(-c2csc3[n+]2CCS3)cc1	2	17	-1	-5	5	-2	-43	.	-0.6	-4
CCc1cc2cc3c(cc2nc1SCC(=O)Nc1cc(C)on1)OCO3	3	7	7	-5	4	6	3	.	i	-6
CC1(C)S[C@@H]2[C@H](NC(=O)C(NC(=O)N3CCNC3=O)c3ccccc3)C(=O)N2[C@H]1C(=O)O (stereo partly specified)	-1	-1	-7	-1	12	-7	0	-11	i	-5
CCC(C)N1C(=O)CCC1C(=O)N1CCN(c2ccccc2F)CC1 (stereo unspecified)	-7	10	-1	-3	-6	-1	4	.	0.1	3
CCC(=NCCO)c1c(O)n(C2CCCCC2)c(=O)[nH]c1=O	8	32	-12	-5	2	-4	3	.	.	-14
O=C(O)CNC(=O)CC1S/C(=N/N=C/c2ccccc2O)NC1=O (stereo unspecified)	-1	6	11	2	5	4	-8	-1.2	-0.1	.
CC(C)c1ccc(NC(=O)CSc2nc(=O)n(CCCN3CCOCC3)c3c2CCC3)cc1	19	.	3	.	7	-1	5	1.0	i	0
Cc1ccccc1C(=O)c1cccn1CC(=O)NCCCN1CCCCC1	-6	-9	9	3	8	0	-7	1.9	4.2	-5
CC1CCN(CCCCOc2ccc(C(=O)c3ccccc3)cc2)CC1	-1	18	3	-5	-1	4	-6	.	-0.7	-25
CCCCN(C(=O)CN1C(=O)C2CCCCC2C1=O)c1c(N)n(CCC)c(=O)[nH]c1=O (stereo unspecified)	-11	.	-14	.	8	-4	3	1.1	-0.9	-8
O=C(Cc1ccccc1)N1CCC(c2nc3ccccc3[nH]2)CC1	-4	12	1	3	0	3	1	.	-0.3	-13
O=C1c2ccccc2C(=O)N1CCCCN(C(=O)c1ccc([N+](=O)[O-])cc1)c1ccc(Cl)cc1	18	17	13	-7	1	3	-10	.	0.1	19
COc1ccccc1CNC(=O)COC(=O)/C=C/c1cccs1	5	3	20	7	6	-6	-4	0.1	i	-8
CN(C)CC(O)COc1cccc(OCC(O)CN(C)C)c1 (stereo unspecified)	-7	9	1	-3	10	0	-4	.	-0.6	-6

Brought forward from above: 7 compounds; new compounds follow.
SMILES	Yp Topo-I inh	VHR inh abs	CCHF vOTU inh	SARS 3CLpro inh	MazEF act	Rv3671c protease	PrPC surface inh	TcdB inh	BH1578 lux ind	PriA SSB inh
Cc1ccccc1C(=O)c1cccn1CC(=O)NCCCN1CCCCC1	-6	-9	9	3	8	0	-7	1.9	4.2	-5
CC1CCN(CCCCOc2ccc(C(=O)c3ccccc3)cc2)CC1	-1	18	3	-5	-1	4	-6	.	-0.7	-25
CCCCN(C(=O)CN1C(=O)C2CCCCC2C1=O)c1c(N)n(CCC)c(=O)[nH]c1=O (stereo unspecified)	-11	.	-14	.	8	-4	3	1.1	-0.9	-8
O=C(Cc1ccccc1)N1CCC(c2nc3ccccc3[nH]2)CC1	-4	12	1	3	0	3	1	.	-0.3	-13
O=C1c2ccccc2C(=O)N1CCCCN(C(=O)c1ccc([N+](=O)[O-])cc1)c1ccc(Cl)cc1	18	17	13	-7	1	3	-10	.	0.1	19
COc1ccccc1CNC(=O)COC(=O)/C=C/c1cccs1	5	3	20	7	6	-6	-4	0.1	i	-8
CN(C)CC(O)COc1cccc(OCC(O)CN(C)C)c1 (stereo unspecified)	-7	9	1	-3	10	0	-4	.	-0.6	-6
COc1cc(-c2noc(C)c2C#CC2(N)CCCCC2)cc(OC)c1OC	22	5	5	-6	1	8	-1	1.9	-0.4	-13
CCOC(=O)C(C)(C)N(Cc1cccc(C)c1)S(=O)(=O)c1ccc(Cl)c([N+](=O)[O-])c1	14	21	-4	0	-14	-13	-2	-0.3	-0.2	23
CCCCC(=O)Nc1cc(OCC)c(NC(=O)c2ccccc2[N+](=O)[O-])cc1OCC	-7	2	-4	1	2	8	-4	-1.6	i	-10
COc1ccccc1Nc1ncnc2c1c(C)c(C)n2CCCN(C)C	-4	-5	-10	-1	10	-2	2	-0.1	i	-6
O=C(Oc1cccc2c(=O)[nH]ccc12)c1ccccc1	-1	17	24	-3	4	-4	0	.	0.0	-10
O=S(=O)(c1ccc(NC(=S)N/N=C/c2cccc(Oc3ccccc3)c2)cc1)N1CCOCC1	3	26	-12	0	4	1	4	-1.6	-3.6	.
CCOc1ccc(NC(=O)CN(C)C(=O)c2cc(S(=O)(=O)N3CCCCC3)ccc2Cl)cc1OCC	29	.	6	.	-2	-3	1	-1.7	-1.4	-2
Cc1cc(OCC(=O)OCC(=O)Nc2cccnc2Cl)ccc1Cl	9	.	-1	.	-1	.	-5	1.0	i	-14
CCOc1ccc2nc(NC(=O)CSc3cn[nH]n3)sc2c1	5	20	10	10	8	8	9	0.6	-0.2	-2
Cc1cccc(NC(=O)c2ccc(CN3CCN(Cc4ccccc4)CC3)cc2)c1	-1	38	-11	2	0	-1	-9	0.6	.	-8
COc1ccc(NC(=O)CC2C(=O)N(C)C(=S)N2Cc2ccncc2)cc1 (stereo unspecified)	-7	1	1	-4	1	5	3	1.1	5.6	2
COc1cc(/C=N/N=C2/C(=O)Nc3ccccc32)cc(OC)c1O	-10	-7	19	1	6	-4	-11	.	-0.3	.
c1ccc(Cn2nnnc2C(c2ccccc2)N2CCN(c3nc4ccccc4s3)CC2)cc1 (stereo unspecified)	35	8	1	2	-10	-1	2	.	-5.0	-7
Cc1oc(-c2cccs2)nc1CN1CCC(c2ccccc2)CC1	0	18	5	3	-1	-4	0	0.6	-0.5	0
CCN(CC)C(=O)C1CCN(S(=O)(=O)c2ccc3c(c2)CCCN3C(=O)C2CCC2)CC1	23	-9	3	3	5	9	10	1.9	-0.2	1
CCOC(=O)c1ccc(N(CC2CO2)S(=O)(=O)c2ccc(C)cc2)cc1 (stereo unspecified)	19	.	8	.	8	.	6	2.1	i	-6
COc1ccc(/C(N)=N/OC(=O)Oc2ccccc2)cc1	9	28	8	0	10	4	4	.	-1.4	.
CCOC(=O)c1nccnc1C(=O)Nc1ccc(C(F)(F)F)cc1	-1	11	10	0	7	-8	-3	1.1	-1.4	2
Cc1noc(C)c1NC(=O)Nc1ccc2c(c1)C(=O)N([C@H](C)CO)C[C@H](C)[C@@H](CN(C)C(=O)Nc1ccc(C(F)(F)F)cc1)O2	5	.	0	.	-2	1	3	-1.8&0.3	i	-9
O=[N+]([O-])c1ccccc1CNCCc1c[nH]c2ccccc12	7	40	-1	-1	-7	3	-4	-0.1	-3.8	1
CCOc1ccccc1Nc1nc(N)nc(CSc2nncn2C)n1	-6	6	4	1	1	-9	-2	.	-0.2	-10
Cc1cc(Cl)ccc1NC(=O)CCN1C(=O)NC(C)(C)C1=O	1	.	3	.	4	4	9	0.6	-2.6	6
c1ccc(C2=NC(c3ccccc3)N=C(c3ccccc3)N2)cc1	6	8	1	1	-2	3	2	.	i	-5
CCOC(=O)c1c(/N=C/N(C)C)sc2c1CCC2	5	-4	12	2	6	-22	-7	-0.1	-1.8	.
O=C(CO/N=C/c1ccccc1O)N1CCc2ccccc21	16	-7	-1	1	0	-7	-7	.	i	.
SMILES	Yp Topo-I inh	VHR inh abs	CCHF vOTU inh	SARS 3CLpro inh	MazEF act	Rv3671c protease	PrPC surface inh	TcdB inh	BH1578 lux ind	PriA SSB inh
C/C(=N\NC(=S)NCCc1ccccc1)c1cccc(Br)c1	18	21	2	-2	-7	-8	-1	1.2	-0.6	.
Cc1ccc(OCC(=O)Nc2ccc(F)cc2)cc1	9	15	-8	-3	7	-2	7	0.0	1.5	-27
N#CC1(C#N)CC(C=O)=C(N)C1(C#N)CC(=O)c1ccc(F)cc1 (stereo unspecified)	12	21	7	-4	154*	-5	-3	.	i	-14
C[C@]12CCC3C(CCC4=C/C(=N/OCC(=O)NC(CCC(=O)O)C(=O)O)CC[C@@]43C)C1CCC2O (stereo partly specified)	-1	2	-13	2	2	1	10	0.1	1.6	.
O=C(c1ccc(Cl)c(F)c1F)N1CCOCC1	6	16	-14	0	5	-2	4	.	0.2	-8
CCCn1c(SCC(=O)NC)nc2sc3c(c2c1=O)CCC3	8	20	-14	4	10	7	-10	1.6	-0.2	-5
Nc1c(C(=O)O)nnn1Cc1ccccc1	7	19	-7	-1	1	-3	1	0.8	-0.3	-6
Cc1ccc(N/C=C2\CCCCC2=O)nc1	6	24	11	2	4	9	1	.	-0.1	.
C[C@@H](CN1C2=NC[C@H](Cc3ccccc3)N2C[C@H]1Cc1ccc(O)cc1)NC(=O)CCC1CCCCC1	6	3	-1	2	24	1	-6	-0.8	-0.2	-5
O=C(Nc1cc(Cl)ccc1Cl)C1CC(=O)N(c2ccccc2)C1 (stereo unspecified)	6	22	6	-8	7	-8	8	-0.9	i	-9
Cc1cc(C)c(S(=O)(=O)N2CCN(C(=O)c3cc4ccccc4o3)CC2)c(C)c1	2	.	-1	.	-9	.	3	0.0	-0.4	-5
S=C(NCc1ccccc1)N1CCN(C2CCCCC2)CC1	11	9	-3	-1	3	0	-4	0.2	-1.0	9
COCCCNC(=O)/C(=C\c1cccn1C)NC(=O)c1cccs1	-2	12	-5	0	0	2	-7	.	-3.3	10
Cc1cc(S(=O)(=O)Nc2cccc([N+](=O)[O-])c2)c(C)s1	0	17	-9	4	2	6	-8	0.4	2.3	5
O=C(Oc1ccc(N2C(=O)CCC2=O)cc1)c1ccccc1Cl	5	-2	-22	0	2	-12	2	.	-0.3	10
Cc1cccc(OCc2nnc(SCC(=O)NCCc3ccccc3)o2)c1	2	20	-19	-9	1	-3	-3	0.5	i	7
Cc1ccc(S(=O)c2snnc2C)cc1 (stereo unspecified)	5	18	-10	-4	10	-2	0	1.6	-7.7	-6
c1ccc(CCCNc2ncnc3nc[nH]c23)cc1	0	-10	-3	-1	7	3	1	0.7	.	-1
CN1C(=O)/C(=C/c2ccc(O)c([N+](=O)[O-])c2)NC1=S	-1	18	5	-5	2	-85	-12	1.1	0.1	6
COc1ccc(S(=O)(=O)N2CCC(C(=O)N[C@@H](C)C(=O)NC3CCCC3)CC2)cc1	1	2	5	2	1	3	-1	1.1	i	1
Cc1cccc(Nc2nc(-c3ccc(O)c(O)c3)cs2)n1	-15	-5	11	-2	9	2	15	-3.1	-0.6	25
CCOC(=O)COn1c(-n2nc(C)cc2C)nc2ccccc2c1=O	-3	2	12	2	1	5	-1	0.8	i	-4

Only part of the results is shown; count on the stated rates, not on these rows.
